Assay outcomes as filed in PubChem BioAssay.
RSV antiviral HEp-2 – RSV antiviral activity via CPE protection, HEp-2 cells, primary 10 µM value included (AID 2391); one-dose CPE inhibition, % at 10 µM; IC50 in µM for titrated hits; 0.13% of 310,000 active; HEp-2 cells, RSV-induced CPE inhibition; higher % means a stronger effect; in the data active = a potency from the dose series; inconclusive = CPE inhibition mostly from about 23% at the one dose, without a potency; inactive = the rest, 99 in 100 with CPE inhibition below about 21%; also: strong numbers were not always called active
HIV peptide binding – inhibitors of HIV fusion peptide binding, primary screen, biochemical, uHTS, fluorescence dequenching (AID 1986); cell-free peptide binding, fluorescence dequenching, 30 min; higher % means a stronger effect; 0.3% of 290,000 active; inhibition, % at 20 µM, or IC50 in µM where a hit was titrated; in the data active = inhibition mostly above about 52%, no sharp cut-off; inactive = mostly below about 76%; also: some results filed as inactive read as strong as hits
Dengue-2 NS5 capping – flavivirus cap methylation enzyme inhibition – biochemical, confirmation dose response, primary screen (AID 588689). Dengue-2 NS5 methyltransferase capping enzyme assay, biochemical; higher % means a stronger effect. inhibition, % at 25 µM; hits with a dose series show IC50 in µM. 0.3% of 340,000 active; in the data active = a potency from the dose series; inconclusive = inhibition above about 29% without an active follow-up result
UTI89 phage lysis – inhibition of K1F phage lysis, E. coli UTI89, bacterial capsule biogenesis inhibitors, alamar blue (AID 488966); 0.02% of 340,000 active; E. coli UTI89 K1F phage lysis, alamar blue, 2 h; higher % means a stronger effect; inhibition, % at 100 µM, or IC50 in µM where a hit was titrated;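 active = phage lysis inhibition, versus mean bacterial control, above a set limit; inconclusive = no clear call, values can overlap the other calls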;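 also: capsule biogenesis inhibitors block K1F phage lysis so surviving cells raise fluorescence; higher fluorescence means more inhibition of phage lysis; actives were called in the ten point dose series up to 300 µM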
MgcRacGAP inhibition – MgcRacGAP GTPase-activating activity inhibitors, confirmation, biochemical, ADP Hunter fluorescence; MgcRacGAP-stimulated Rac1 GTP hydrolysis, ADP Hunter fluorescence; higher % means a stronger effect; GST-tagged Rac1 F28L mutant substrate; inhibition, % at 30 µM, or IC50 in µM where a hit was titrated; 0.6% of 340,000 active;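 active = first-screen hits whose inhibition reached a set limit at any dose in the follow-up dose series; inconclusive = inhibition above the set first-screen limit but never retested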;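 also: fluorescence reports GDP produced by GAP-driven GTP hydrolysis; strong numbers were not always called active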
GPR35 arrestin U2OS – GPR35 antagonists blocking zaprinast-driven arrestin recruitment, primary screen, imaging, U2OS, beta-arrestin-GFP, zaprinast agonist (AID 2058); U2OS GPR35 beta-arrestin-GFP translocation imaging, zaprinast antagonism; higher % means a stronger effect; inhibition, % at 10 µM; hits with a dose series show IC50 in µM; 0.052% of 290,000 active;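 active = inhibition of at least 50% with at least 30 cells and total cytoplasm GFP at most 10,000,000; inconclusive = under 30 cells or total GFP of 10,000,000 plus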
SV40 large T antigen – SV40 large T antigen inhibitors, biochemical (AID 1903). SV40 large T antigen ATPase/helicase inhibition assay; higher % means a stronger effect. inhibition, % at 20 µM; hits with a dose series show IC50 in µM. 0.39% of 310,000 active; in the data active = a potency from the dose series; inconclusive = inhibition mostly from about 32% at the one dose, without a potency; inactive = the rest, 99 in 100 with inhibition below about 32%; also: strong numbers were not always called active
Salmonella PhoP GFP – PhoP-dependent GFP reporter repression – Salmonella Typhimurium, primary screen (AID 1863) | 0.16% of 300,000 active | S. Typhimurium PhoP-regulated promoter GFP reporter, 4 h; higher % means a stronger effect | inhibition, % at 50 µM; hits with a dose series show IC50 in µM;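 active = inhibition over 29.93%, a cutoff 3 SD above the screen mean, later confirmed by dose response; inconclusive = inhibition over 29.93% but no dose response follow-up; inactive = inhibition at most 29.93% or unconfirmed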;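 also: 0% = low Mg2+ inducing control and 100% = high Mg2+ repressing control; strong numbers were not always called active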
GPR55 LPI antagonism – inhibition of LPI-stimulated GPR55 beta-arrestin translocation – imaging, U2OS, beta-arrestin-GFP, LPI agonist, primary screen (AID 2013) | U2OS GPR55 beta-arrestin-GFP translocation imaging, LPI antagonism; higher % means a stronger effect | one-dose inhibition, % at 10 µM; IC50 in µM for titrated hits | 0.13% of 290,000 active;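 active = spots per cell inhibited over 60%, with over 100 cells counted and total cytoplasm intensity under 500,000; inconclusive = wells with under 100 cells, flagged as likely toxic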;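 also: U2OS cells stably carrying GPR55 and arrestin-GFP stimulated by 5 µM LPI near EC80; imaged beta-arrestin-GFP aggregate spots per cell after agonist stimulation; plate controls were LPI-stimulated DMSO wells for no effect and DMSO wells without LPI for full effect; some results filed as inactive read as strong as hits; confirmed hits need IC50 under 10 µM and bright autofluorescent wells are also inconclusive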
Dengue-2 NS5 capping pilot replicate – recorded beside Dengue-2 NS5 capping, whose call it bears; inhibition, %; measured here: pilot screen replicate inhibition
* hit, by the source's call; i = inactive; ? = inconclusive; . = not tested or not shown; [ ] = another dose, or the depositor's remark.

SMILES	RSV antiviral HEp-2	HIV peptide binding	Dengue-2 NS5 capping	UTI89 phage lysis	MgcRacGAP inhibition	GPR35 arrestin U2OS	SV40 large T antigen	Salmonella PhoP GFP	GPR55 LPI antagonism	others
Cc1c(C(=O)N2CCN(c3ncccn3)CC2)oc2ccc(Cl)cc12	1.6%	.	-7%	0.2%[50 µM]	6%	.	.	.	.
Cc1c(Cl)cccc1NC(=S)NN1CCOCC1	0.4%	0.4%	-4%	0.8%[50 µM]	-21%	13%	7%	-14%	15%
C[N+](C)(C)CCCNC(=O)c1ccc(/C=N/O)nc1	21%	-4.2%	34%	-0.1%	8%	-7%	5%	2%	12%
CCOC(=O)c1sc(=N)n(-c2ccc(OC)cc2)c1C	5.3%	0.0%	-2%	3.0%[50 µM]	2%	-4%	11%	6%	7%
O=C(Nc1nccs1)c1ccc(-c2ccc(Cl)cc2Cl)o1	2.6%	1.0%	1%	1.3%[50 µM]	3%	-10%	-1%	6%	-4%
O=S(=O)(Nc1ccc(-c2ccc(N3CCOCC3)nn2)cc1)c1ccc(Cl)c(Cl)c1	7.9%	.	-1%	1.1%[50 µM]	16%	.	13%	-1%	.
Cn1c(C(=O)NCCCN2CCOCC2)cc2c(=O)n(C)c3ccccc3c21	-2.5%	1.3%	-1%	1.9%	14%	8%	1%	2%	-1%
Cc1nn(C)c(Sc2ccccc2N)c1[N+](=O)[O-]	1.2%	-1.5%	12%	0.2%	12%	6%	?	4%	5%
COc1ccc(/C=N/NC(=S)NC2CCS(=O)(=O)C2)cc1OC (centres undefined)	-0.4%	-1.2%	-1%	0.3%	12%	10%	12%	-12%	21%
CC1=C(C(=O)Nc2cc(C(=O)N3CCN(c4cccc(C)c4)C(C)C3)ccc2C)SCCO1 (centres undefined)	13%	-0.8%	-6%	-0.1%	6%	11%	12%	-3%	-1%
Cc1ccc(C(=O)Nc2cccc(O)c2)cc1S(=O)(=O)N1CCCCCC1	2.5%	0.4%	-4%	0.3%	3%	3%	1%	14%	-4%
CCOc1nc(C)cc(C)c1S(=O)(=O)c1cccc(C)c1	2.9%	0.9%	.	.	.	-5%	9%	-3%	3%

Overlap with the part before: two compounds, followed by the next part.
SMILES	RSV antiviral HEp-2	HIV peptide binding	Dengue-2 NS5 capping	UTI89 phage lysis	MgcRacGAP inhibition	GPR35 arrestin U2OS	SV40 large T antigen	Salmonella PhoP GFP	GPR55 LPI antagonism	others
Cc1ccc(C(=O)Nc2cccc(O)c2)cc1S(=O)(=O)N1CCCCCC1	2.5%	0.4%	-4%	0.3%	3%	3%	1%	14%	-4%
CCOc1nc(C)cc(C)c1S(=O)(=O)c1cccc(C)c1	2.9%	0.9%	.	.	.	-5%	9%	-3%	3%
Cc1cccc2cc3ccccc3nc12	0.9%	.	9%	0.6%	10%	.	21%	.	.
COC(=O)C1(C)Nc2ccccc2C(=O)N1c1ccccc1C (centres undefined)	1.6%	-1.7%	-4%	0.7%	-9%	-13%	-2%	7%	4%
COCCN1C(=O)c2cc(C(=O)Nc3ccc(OC)c(OC)c3)ccc2C1Nc1ccc(OC)c(OC)c1 (centres undefined)	2.3%	-1.8%	-3%	0.1%	11%	0%	12%	-2%	3%
CC(=O)Nc1cccc(NC(=O)c2cccc(-c3ccc(O)cc3)c2)c1	5.4%	2.4%	-2%	-1.3%	46µM*	-1%	23%	-8%	6%
COc1ccc(-n2ncc3c2CC(C)(C)CC3NC(=O)c2oc(C)cc2C)cc1 (centres undefined)	0.1%	0.9%	-12%	-0.1%	-5%	-19%	16%	5%	-1%
Cc1ccc(CONC(=O)/N=C/N(C)C)cc1	0.9%	-0.8%	-8%	0.2%	12%	-7%	6%	-3%	12%
O=C(NCc1cccnc1)c1ccccc1NS(=O)(=O)c1ccc(F)cc1	1.1%	-0.6%	-7%	0.1%	10%	-2%	5%	8%	0%
CCN(c1c(C)n(C)n(-c2ccccc2)c1=O)S(C)(=O)=O	1.0%	-1.1%	-6%	2.1%	7%	22%	4%	-7%	13%
O=C(Nc1ccc2c(c1)OCCO2)c1ccco1	-1.1%	-1.4%	-4%	1.3%	12%	0%	30%	-3%	10%
O=C(NCc1ccco1)C(c1cccs1)N(C(=O)C1COc2ccccc2O1)c1cccc(O)c1 (centres undefined)	9.8%	3.1%	-2%	1.0%	2%	-1%	8%	0%	2%
CC(=O)NS(=O)(=O)c1ccc(NC(=O)c2ccc(-n3nc(C)cc3C)cc2)cc1	1.0%	-0.3%	-2%	0.1%	2%	13%	7%	1%	5%
CCOC(=O)CSc1nnc(CNC(=O)c2cc(OCC)c(OCC)c(OCC)c2)n1C	0.0%	-1.1%	2%	i	8%	-3%	-2%	-3%	11%
CN(Cc1cnn(C)c1)C(=O)c1ccc(OC2CCN(CCc3ccccc3)CC2)cc1	0.3%	0.2%	-4%	-0.1%	-31%	-1%	-2%	7%	-5%
O=C(CSc1nncn1-c1ccccc1F)NC1CCCCC1	0.2%	.	-7%	0.6%[50 µM]	6%	.	.	.	.
O=C(Oc1ccc2c(-c3ccccc3)cc(=O)oc2c1)c1cccs1	0.8%	1.1%	-7%	0.1%	14%	0%	3%	-5%	14%
COc1ccc(NC(=S)N2CCC(Cc3ccccc3)CC2)cc1OC	11%	-1.2%	2%	2.9%[50 µM]	-5%	8%	10%	6%	4%
CCOC(=O)Cn1c(S(=O)(=O)Cc2ccc(F)cc2)nc(-c2ccccc2)c1-c1ccccc1	18%	-0.9%	1%	3.7%	10%	-2%	6%	2%	25%
COC(=O)c1ccc(NC(=O)COc2cccc(-n3cnnn3)c2)cc1	0.8%	1.2%	-5%	0.2%	7%	-4%	6%	3%	19%
CCO[C@H]1OC(C(=O)N2CCN(C)CC2)=C[C@@H](c2ccc(C(F)(F)F)cc2)[C@@H]1CCCO	0.9%	1.1%	-3%	-0.5%	6%	-12%	1%	-9%	7%
CN1CCN(CC(=O)Nc2ccccc2Oc2ccccc2)CC1	0.6%	0.8%	-9%	0.0%	4%	0%	12%	-6%	15%
O=[N+]([O-])c1ccccc1S(=O)(=O)Nc1cccc(-c2ccc3nncn3n2)c1	-1.4%	.	-2%	0.9%[50 µM]	-1%	.	12%	7%	.
Cc1nc2ccccc2c(=O)n1/N=C/c1ccccc1F	4.5%	-1.0%	-1%	0.1%	5%	-1%	6%	6%	-2%
COc1ccc(-n2nc3c(c2NC(=O)c2ccc(Br)cc2)CS(=O)C3)cc1 (centres undefined)	1.5%	1.8%	0%	-0.5%	10%	-9%	-1%	-2%	13%
CN(CCC#N)C(=S)NC(=O)c1ccc(S(=O)(=O)N2CCOCC2)cc1	0.6%	2.5%	-1%	0.4%	6%	-15%	12%	5%	-4%
COc1ccccc1-c1ccc(SCc2cccc(F)c2)nn1	18%	0.0%	-2%	0.2%	11%	9%	7%	-3%	-12%
CC(=O)Nc1cccc(NC(=O)CSc2nccn2Cc2ccco2)c1	8.4%	0.7%	1%	0.1%	3%	-15%	0%	2%	3%
O=C(Cc1coc(-c2ccc(F)cc2)n1)NC1CCCCC1	1.6%	-0.4%	-1%	2.4%	1%	-12%	10%	0%	-2%
O=C(CCCc1nc2ccccc2s1)NC1CCOC1=O (centres undefined)	1.0%	-0.8%	-10%	0.0%	9%	3%	10%	-4%	0%
CCNC(=S)N(Cc1cc2cc(C)ccc2[nH]c1=O)C1CCCC1	1.9%	0.2%	-5%	-4.3%	5%	7%	7%	-9%	-23%
O=C(CCC(=O)c1ccc(Br)cc1)Nc1cccc(C(F)(F)F)c1	0.5%	0.4%	-10%	1.1%	12%	6%	-3%	6%	-12%
N#Cc1c(N)sc(=S)c2c1CCN(Cc1ccccc1)C2	2.3%	86%*	.	.	.	-10%	13%	1%	-4%
COc1ccc(N/C=C(\[N+](=O)[O-])S(=O)(=O)c2ccccc2)cc1	4.9%	0.9%	3%	0.2%	12%	6%	-8%	-5%	-3%
COCCNc1c(-c2ccc(OC)cc2)nc2ccc(Cl)cn12	-2.0%	1.6%	.	1.1%	22%	-10%	35%	4%	14%
CC1CC(C)(C)N(C(=O)CN2C(=O)CCC2=O)c2ccccc21 (centres undefined)	1.9%	0.5%	-2%	-0.1%	0%	10%	-2%	8%	-3%
CN(C)N=Nc1nc[nH]c1C(N)=O	0.1%	.	-6%	-5.0%	6%	.	9%	-3%	.
COc1ccc(C)c(NC(=O)C2CC(=O)NC3=C2C(=O)CCC3)c1 (centres undefined)	2.0%	-0.5%	-2%	-0.1%	-2%	-4%	4%	-6%	4%
CCCN(C(=O)c1cccc(S(=O)(=O)N2CCCc3ccccc32)c1)C1CCS(=O)(=O)C1 (centres undefined)	1.8%	.	-3%	0.3%[50 µM]	2%	.	.	.	.
N#Cc1ccsc1NC(=O)c1ccccn1	-0.4%	-2.3%	-3%	0.4%	7%	-2%	19%	9%	12%	Dengue-2 NS5 capping pilot replicate=-3.2
CCN(CC)S(=O)(=O)c1ccc(N(C)Cc2ccc(C(F)(F)F)cc2)nc1	0.4%	-1.6%	-6%	0.2%	-4%	10%	14%	13%	4%
COc1ccc(/C=C/c2c([N+](=O)[O-])c(=O)n(C)c(=O)n2C)c(OC)c1	-0.7%	0.2%	8%	0.1%	6%	2%	9%	-7%	-1%
COc1ccc(C(C)=O)cc1CSc1nnc(-c2ccncc2)o1	-0.2%	-1.2%	-6%	-0.2%	-2%	-12%	3%	-7%	-1%

Arranged by molar mass (lowest first): some entries from above
SMILES	RSV antiviral HEp-2	HIV peptide binding	Dengue-2 NS5 capping	UTI89 phage lysis	MgcRacGAP inhibition	GPR35 arrestin U2OS	SV40 large T antigen	Salmonella PhoP GFP	GPR55 LPI antagonism	others
CN(C)N=Nc1nc[nH]c1C(N)=O	0.1%	.	-6%	-5.0%	6%	.	9%	-3%	.
COc1ccc(C)c(NC(=O)C2CC(=O)NC3=C2C(=O)CCC3)c1 (centres undefined)	2.0%	-0.5%	-2%	-0.1%	-2%	-4%	4%	-6%	4%
COc1ccc(/C=C/c2c([N+](=O)[O-])c(=O)n(C)c(=O)n2C)c(OC)c1	-0.7%	0.2%	8%	0.1%	6%	2%	9%	-7%	-1%
CCCN(C(=O)c1cccc(S(=O)(=O)N2CCCc3ccccc32)c1)C1CCS(=O)(=O)C1 (centres undefined)	1.8%	.	-3%	0.3%[50 µM]	2%	.	.	.	.
